# NPC1 prom act = NPC1 promoter activation | Huh7 NPC1 promoter luciferase reporter, 24 h | Potency, µM (series often up to 9.22 µM), without a hit: top-dose activation, usual class: activators | actives 2.4% (n = 320,000);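 further: potency means the concentration at half of the fitted maximal effect; % of control where 0% means no effect; nearly all actives have a fitted effect of over 60% in size; reporter is driven by a mutant NPC1 promoter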
#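 Huh7 reporter cells (NPC1 promoter driving luciferase) are dosed with compound for 24 h at 37 °C, 5% CO2; luciferase detection reagent is then added and luminescence measured after 10 min at ambient temperature.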
# FLuc modulator = firefly luciferase modulation, counter-screen for miR-21 project | actives 6.9% (n = 360,000) | purified FLuc, Km substrates, luminescence inhibition | Potency, µM (doses to about 57.5 µM), for inactives: at the highest dose activity change, negative = inhibition, actives largely listed as inhibitors | P08659;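 further: potency means the concentration at half of the fitted maximal effect; plate controls were vehicle for no effect and reference inhibitor for full effect; nearly all actives have a fitted effect of over 55% in size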
#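 Purified P. pyralis luciferase (10nM final) with 10uM D-luciferin and 10uM ATP (Km levels) in 50mM Tris acetate pH 7.5, 10mM Mg acetate, 0.01% Tween-20, 0.05% BSA; qHTS 6-point titration, ~60 µM downward; luminescence read.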
# PKM2 activator = activators of human pyruvate kinase M2; P14618; AID 1631; Potency, µM (doses to about 57.5 µM), for the others: top-dose activation, usual class: activators; actives 0.34% (n = 260,000); purified PKM2, Kinase-Glo ATP luminescence, activation; response scale: 0% is enzyme alone, no compound; further: potency means the concentration at half of the fitted maximal effect; on the % scale 0 is the no-effect control and ±100 the full control effect; nearly all actives have a fitted effect of over 55% in size
# Target sequence (P14618 whole entry, looked up): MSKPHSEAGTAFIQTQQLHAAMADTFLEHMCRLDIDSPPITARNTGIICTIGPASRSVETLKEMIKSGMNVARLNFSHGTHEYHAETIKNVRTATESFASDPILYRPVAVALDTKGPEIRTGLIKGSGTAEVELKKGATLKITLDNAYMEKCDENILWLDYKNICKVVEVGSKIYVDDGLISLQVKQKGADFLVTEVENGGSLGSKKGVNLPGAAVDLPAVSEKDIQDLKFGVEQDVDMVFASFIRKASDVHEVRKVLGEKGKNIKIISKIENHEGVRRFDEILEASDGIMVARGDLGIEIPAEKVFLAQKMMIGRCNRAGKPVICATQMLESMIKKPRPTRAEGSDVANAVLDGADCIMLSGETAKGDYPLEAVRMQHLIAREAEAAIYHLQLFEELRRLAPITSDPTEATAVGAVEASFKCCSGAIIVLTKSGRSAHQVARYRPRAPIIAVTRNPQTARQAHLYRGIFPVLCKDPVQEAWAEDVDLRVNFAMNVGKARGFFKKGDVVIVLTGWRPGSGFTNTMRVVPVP
#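 Kinase-Glo luminescence reports ATP generated from ADP (0.1 mM) and PEP (0.5 mM) by purified hPK-M2 after 1 h at room temperature, pH 7.2 imidazole buffer; intermediate enzyme activity allows detecting inhibitors and activators.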
# Rab9 prom act = activators of Rab9 promoter; Huh7 Rab9 promoter-luciferase reporter, luminescence, 24 h; Potency, µM (doses to about 9.22 µM), for the others: at the highest dose activation, negative = inhibition, hits mostly activators; actives 2.8% (n = 320,000); further: potency means the concentration at half of the fitted maximal effect; % of control where 0% means no effect; nearly all actives have a fitted effect of over 60% in size
#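 Huh7 reporter line, Rab9 promoter upstream of luciferase. Compound exposure 24 h at 37 °C in reduced-serum medium with 10% FBS. Read-out: luminescence.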
# Giardia kill = kills Giardia lamblia. Giardia lamblia trophozoite viability. activity change, % at 7.66 µM, hits read low. actives 0.15% (n = 340,000). AID 540267; in the data active means activity change below about -80%; inconclusive means between about -30% and that limit;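 further: parasites exposed to compound for two days anaerobically before the ATP read; on the % scale 0 is the no-effect control and ±100 the full control effect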
#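 Anaerobic 48 hrs incubation at 37 deg C of 100 trophozoites/well with test compounds; ATPLite 1-Step luminescence, 15-30 min RT, reports cellular ATP as viability.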
# VP16 counter = counter-screen for ROR gamma inhibitors: Gal4-VP16 reporter; Potency, µM (titrated, usually from 53.6 µM), inactives show at the highest dose activity, negative = inhibition, usual class: inhibitors; Drosophila S2 Gal4-VP16 UAS-luciferase, luminescence, 20 h; actives 3.5% (n = 310,000);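 further: Gal4-VP16 expression switched on by copper sulfate through the metallothionein promoter; potency means the concentration at half of the fitted maximal effect; on the % scale 0 is the no-effect control and ±100 the full control effect; nearly all actives have a fitted effect of over 50% in size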
# p53 reactivator = re-activators of mutant p53; Potency, µM (top dose mostly 92.2 µM), without a hit: top-dose activity change, positive = activation, most hits filed as activators; actives 0.063% (n = 320,000); H1299 p53-A138V BP100-luciferase reporter, luminescence, 24 h; further: potency means the concentration at half of the fitted maximal effect; % of control where 0% means no effect; nearly all actives have a fitted effect of over 45% in size
#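 p53-null H1299 cells stably carrying temperature-sensitive p53-A138V and a BP100-luciferase reporter were pinned with compounds (4-point, 1:5 series) and held 24 hrs at 37 deg C. Luminescence was read 10 min after detection reagent.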
# RORgamma inh = inhibitors of mouse ROR gamma transcriptional activity; Drosophila S2 Gal4-RORgamma UAS-luciferase reporter, 20 h; Potency, µM (series often up to 53.6 µM), without a hit: at the highest dose activity change, negative = inhibition, actives largely listed as inhibitors; actives 5.4% (n = 310,000); further: potency means the concentration at half of the fitted maximal effect; on the % scale 0 is the no-effect control and ±100 the full control effect; nearly all actives have a fitted effect of over 60% in size
# Target sequence (P51450 whole entry, looked up, the tested form may be a part): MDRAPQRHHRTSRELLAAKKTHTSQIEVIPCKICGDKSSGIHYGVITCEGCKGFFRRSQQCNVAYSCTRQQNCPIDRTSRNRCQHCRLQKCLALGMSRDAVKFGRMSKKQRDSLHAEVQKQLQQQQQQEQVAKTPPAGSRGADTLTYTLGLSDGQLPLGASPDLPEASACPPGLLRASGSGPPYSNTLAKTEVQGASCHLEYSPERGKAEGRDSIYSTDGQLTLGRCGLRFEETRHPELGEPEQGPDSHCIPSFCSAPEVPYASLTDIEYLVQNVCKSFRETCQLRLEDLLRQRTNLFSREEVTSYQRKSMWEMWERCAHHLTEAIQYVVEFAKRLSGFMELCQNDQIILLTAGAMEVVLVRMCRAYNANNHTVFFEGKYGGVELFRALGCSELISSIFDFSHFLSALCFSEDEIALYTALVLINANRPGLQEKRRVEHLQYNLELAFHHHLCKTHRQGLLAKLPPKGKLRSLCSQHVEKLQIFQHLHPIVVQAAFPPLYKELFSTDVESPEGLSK
#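 Drosophila Schneider cells stably carrying a metallothionein-driven Gal4 DBD–ROR gamma fusion and a UAS-Photinus luciferase reporter were exposed to compound for 1 hr, then induced with copper sulfate (700 uM final) for 20 hr at ambient temperature before luminescence reading.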
# Menin-MLL TR inh = displaces Texas Red mutant MLL peptide from human menin; Menin + Texas Red MLL mutant peptide, fluorescence polarization; Potency, µM (titrated, usually from 61.6 µM), for the others: at the highest dose FP activity change, negative = inhibition, actives largely listed as inhibitors; actives 0.23% (n = 270,000); AID 1768; active means well fitted inhibition curve with a large enough effect in the polarisation, with a control signal flat, not every such curve was filed as active; inconclusive means small, poorly fitted or top-dose-only effect, or effect the other way, or a change in a side signal; inactive means no such curve, though single readings can be large or run the other way; the % refers to the polarisation; further: potency means the concentration at half of the fitted maximal effect; % of control where 0% means no effect; many of its hits are not listed in these tables
# ELG1 genotoxic = inducers of genotoxicity in HEK293T ELG1-luciferase cells; HEK293T ELG1-luciferase reporter, luminescence, 16 h; Potency, µM (highest dose often 46 µM), for inactives: at the highest dose activity change, positive = activation, hits mostly activators; AID 504466; actives 1.3% (n = 330,000); further: potency means the concentration at half of the fitted maximal effect; % of control where 0% means no effect; nearly all actives have a fitted effect of over 60% in size
#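 HEK293T cells expressing luciferase-tagged ELG1 were exposed to compound or DMSO vehicle for 16 hr at 37 °C and 5% CO2. Luciferase activity was then measured with ONE-Glo after 30 min at room temperature.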
# BRCA1 expr act = BRCA1 expression activation; MCF7-BRCA1-FFLuc reporter, luminescence, 48 h; response scale: scaled: vehicle 0%, 10 µM genistein 100%; Potency, µM (titrated, usually from 46.1 µM), without a hit: top-dose activation, most hits filed as activators; actives 1.1% (n = 380,000); further: potency means the concentration at half of the fitted maximal effect; nearly all actives have a fitted effect of over 80% in size; some results filed as inactive show a strong effect at the top dose
#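 Quantitative HTS in MCF7 cells stably reporting BRCA1 expression via firefly luciferase. Compound treatment lasts 48 h at 37 °C in phenol-red free MEM. Activation is expressed relative to genistein at 10 microM and DMSO.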
# Active calls of the source: *; ? = inconclusive; . = no result given; [ ] = another dose, or the depositor's remark. Unless noted, the call rests on the fitted dose curve; in most records, active means well fitted curve in the direction sought with a large enough effect; inconclusive means small, poorly fitted or top-dose-only effect, or another doubt; inactive means no such curve, though single readings can be large; an effect the other way counts as inactive or inconclusive. Not all compounds are listed; the hit share may differ from the screen's.
SMILES,NPC1 prom act,FLuc modulator,PKM2 activator,Rab9 prom act,Giardia kill,VP16 counter,p53 reactivator,RORgamma inh,Menin-MLL TR inh,ELG1 genotoxic,BRCA1 expr act
Cc1ccc(NC(=O)CSCC(=O)Nc2cccc(S(=O)(=O)N3CCCCCC3)c2)cc1,-1%,-9%,.,-9%,-25,.,-5%,.,.,0%,-36%
Cc1ccc(C(CNS(=O)(=O)c2ccc(F)cc2C)N2CCN(C)CC2)cc1 (centres undefined),-4%,-26%,.,0%,-13,.,-2%,.,.,2%,-21%
O=C1CC(Sc2ncccn2)C(=O)N1c1ccccc1 (centres undefined),5%,3%,-2%,4%,-9,-2%,4%,?,-3%,-5%,11%
CCC(C)(C)NC(=O)C(C(C)C)N(CC1CCCO1)C(=O)CNS(=O)(=O)c1ccccc1 (centres undefined),2%,0%,.,9%,6,-2%,0%,-9%,.,-4%,-2%
O=C(NC(NCCCN1CCOCC1)(C(F)(F)F)C(F)(F)F)C1CCCCC1,-12%,0%,-5%,-4%,-9,-4%,39%,0%,4%,0%,-3%
Nc1ccc(-c2nc3ccc(N)cc3o2)cc1,?,1.5µM*,-20%,?,?,11µM*,-2%,?,?,21µM*,-16%
CCCCOC(=O)C1[C@H]2C(=O)N(c3ccccc3CC)C[C@]23C=C[C@H]1O3 (some centres undefined),10%,0%,-20%,-1%,7,-5%,-7%,8%[10 µM],-6%,1%,-18%
CCCCCCn1cnc2c(oc3nc4c(cc32)CCCC4)c1=O,?,?,-3%,3.2µM*,18,5%,?,?,0%,14%,3.5µM*
COc1ccc(COc2ccccc2C(=O)Nc2ccccn2)cc1[N+](=O)[O-],-4%,0%,-4%,-4%,0,-3%,3%,-2%,0%,1%,-38%
COc1cccc(-n2c(=O)c3c(C)c(C(=O)N(C)C)sc3n(CC(=O)NCC3CCCO3)c2=O)c1 (centres undefined),1%,-1%,-3%,-9%,-9,-8%,0%,0%,-1%,3%,1%
O=C(N/N=C/c1ccc(F)cc1)c1cc(-c2ccc3c(c2)OCO3)n[nH]1,-2%,-9%,8%,1%,5,-10%,-1%,17%,.,4%,-32%
O=c1cc(N=Nc2ccc(Cl)cc2)[nH]c(=O)[nH]1,-28%,-14%,-5%,-50%[inhibitor],22,4µM*,-16%,2.5µM*,-7%,-16%,-47%
COc1cccc(C(=O)C2CCCN(C(=O)CCC3=NNC(=O)CC3)C2)c1 (centres undefined),-15%,-12%,-3%,-10%,26,-11%,5%,-6%,-14%,2%,7%
COCCCN1C(=O)c2ccc(C(=O)N3CCN(c4ccc(OC)cc4)CC3)cc2C1=O,-2%,2%,.,-1%,4,-6%,1%,27%,-1%,0%[9.26 µM],0%
O=C(CN(Cc1ccccc1)S(=O)(=O)c1ccc(F)cc1)NCCC1=CCCCC1,0%,-1%,0%,1%,3,-8%,4%,1%,-17%,-7%,-11%
Cc1ccc(S(=O)(=O)N2CCC(C(=O)N/N=C/c3cccnc3)CC2)cc1,0%,-4%,4%,3%,-15,-5%,-6%,7%,-12%,3%,-19%
C/C(=N/NC(=O)CNC(=O)Cc1ccccc1)c1ccc(Cl)cc1,-5%,-4%,-1%,2%,-13,-14%,-1%,6%,.,15%,2%
COC(=O)C1=C(N)Oc2c(oc(CO)cc2=O)C1c1c(F)cccc1Cl (centres undefined),-6%,-11%,-6%,3%,21,1%,-9%,0%,-20%,9%,2%
CN(Cc1ccccc1)C(=O)COc1cc(=O)n(C)c2ccccc12,-2%,-4%,4%,-4%,3,2%,0%,26%,-3%,?,0%
O=C(O)c1cc(NCc2ccccc2)ccc1N1CCOCC1,-4%,-1%,8%,1%,7,-12%,0%,15%,4%,3%,-12%
CN(C1CCS(=O)(=O)C1)S(=O)(=O)c1ccccc1 (centres undefined),-1%,1%,-19%,-5%,1,?,-1%,10%,1%,-6%,-10%
COc1c(C)cc(S(=O)(=O)NCCN2CCOCC2)c(C)c1C,6%,1%,-43%[11.5 µM],2%,7,0%,7%,4%,3%,-3%,8%
O=C(N/N=C\c1c(F)c(F)c(F)c(F)c1F)c1ccc(-c2ccccc2)cc1,-6%,1%,-5%,-2%,12,1%,-4%,-12%,10%,4%,-1%
C1CCN=C(NC23CC4CC(CC(C4)C2)C3)CC1,-1%,-3%,-4%,-8%,.,0%,1%,-1%,1%,-3%,.
O=C(Nc1ccccc1O)c1ccc2c(c1)C(=O)N(Cc1ccco1)C2=O,1%,-3%,.,13%,-12,-2%,1%,-3%,.,-4%,-51%
Cc1ccc(CNCC(=O)Nc2ccc(C)cc2Br)cc1,-3%,?,.,5%,-3,-14%,4%,8%,-5%,6%,18%
Cc1ccc(/C=N/NC(=O)c2c[nH]c3ccccc23)s1,1.6µM*,7.6µM*,0%,0.56µM*,9,?,6%,-13%,40%[activator],14%,?
Cc1ccnc(NC(=O)c2ccc(Cl)cc2Cl)n1,12%,-11%,-25%,19%,.,-3%,4%,0%,17%,-1%,.
Cc1ccccc1NC(=O)Cn1cccc1,1%,-1%,-1%,-1%,2,-17%,?,-27%,8%,3%,3%
COC(=O)c1ccc(N2C(=O)CC(N3CCOCC3)C2=O)cc1 (centres undefined),-1%,3%,-4%,-3%,3,3%,1%,3%,2%,0%,-8%
CCOC(=O)C1(Cc2ccccc2)CCN(Cc2cnn(C(C)C)c2)CC1,2%,0%,-1%,2%,3,3%,2%,0%,-19%,1%,-4%
O=C1OC(CN2CCOCC2)CN1N=Cc1ccc([N+](=O)[O-])o1 (centres undefined),10%,-12%,.,9%,?,.,5%,.,.,-20%,-2%
COc1ccc(C(=O)C2CCCN(C(=O)C3=CCCC3)C2)c(C)c1 (centres undefined),-3%,2%,1%,-1%,-4,4%,-1%,14%,-19%,-6%,3%
O=C(NC1CCCCC1)c1ccc(CS(=O)Cc2ccccc2Cl)o1 (centres undefined),1%,5%,.,-3%,-11,17%,-5%,-6%,.,-5%,0%
Cc1cc(C)n2ncc(C(=O)NCc3cccnc3)c2n1,0%,3%,0%,4%,2,-23%,-5%,-4%,4%,4%,-32%
Nc1ccccc1S(=O)(=O)C(F)F,-4%,-2%,-1%,-2%,-18,9%,0%,0%,.,1%,-7%
Cc1ccc(NC(=O)CSc2nnnn2-c2cccnc2)c(C)c1,2%,2%,-1%,-6%,?,6%,0%,-3%,8%,-5%,-2%
COc1cc(C(=O)Nc2ccc3c(c2)C(=O)N(CCC(=O)O)C3=O)cc(OC)c1OC,-4%,?,1%,0%,5,-19%,3%,33%,4%,0%,-2%
O=C(O)CC(CC(=O)O)c1ccsc1,-2%,-1%,.,-4%,-26,.,7%,.,.,4%,22%
Cc1ccccc1C(=O)c1c[nH]c(C(=O)NCCc2ccccn2)c1,-5%,0%,0%,0%,0,-4%,-2%,29%,-3%,0%,1%
CCOC(=O)Cc1csc(SCC(=O)Nc2oc(C)c3c(C)n[nH]c(=O)c23)n1,-2%,3%,.,-1%,-30,.,7%,.,.,0%,-15%
COc1ccccc1Nc1nc(NCCCN(C)C)nc(N)c1[N+](=O)[O-],-3%,6%,-3%,0%,7,16µM*,-4%,?,.,-2%,13%
Nc1ccc2c(C(F)(F)F)cc(C(F)(F)F)nc2n1,-4%,-1%,1%,-6%,-20,-3%,7%,-16%,-4%,0%,-13%
CC1CCN(c2ccc(C=O)o2)CC1,1%,?,-20%,-1%,15,15%,4%,4%,-4%,0%,33%
COc1ccc(C2NCCc3c2[nH]c2ccccc32)cc1CN1CCc2cc(OC)c(OC)cc2C1C (centres undefined),-6%,-2%,-3%,1%,52[activator],-11%,-3%,-33%,.,0%,-43%
O=C(NCc1ccccc1)c1ccc(CNc2c(N3CCCC3)c(=O)c2=O)cc1,-4%,-2%,13%,0%,-14,-9%,-3%,2%,.,0%,2%
O=C(c1ccccc1)c1ccc(N2CCOCC2)c(NC(=O)c2ccco2)c1,3%,-6%,-10%,-4%,8,-4%,-8%,?,9%,-9%,-2%
COc1cccc(CNc2ccc(S(N)(=O)=O)cc2)c1OC,0%,-1%,-1%,-4%,-7,25%,-5%,31%,-2%,-1%,0%
CCNc1nc(SC(C)C(=O)Nc2ccccc2)nc(N2CCOCC2)n1 (centres undefined),-1%,-1%[2.3 µM],11%,-3%,-6,8%,-4%,5%,4%,3%,-7%
